RECQ1 inh: inhibitors of human RECQ1 DNA helicase. AID 2549. Potency, µM (titrated, usually from 57.3 µM), inactives show at the top dose activity, negative = inhibition, most hits filed as inhibitors. 240,000 compounds, 0.54% hits. RECQ1 DNA unwinding, red fluorescence kinetic read. P46063; active means well fitted inhibition curve with a large enough effect; inconclusive means small, poorly fitted or top-dose-only effect;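 further: plate controls were vehicle for no effect and no enzyme for full effect; nearly all actives have a fitted effect of over 30% in size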
Target sequence (P46063 whole entry, looked up): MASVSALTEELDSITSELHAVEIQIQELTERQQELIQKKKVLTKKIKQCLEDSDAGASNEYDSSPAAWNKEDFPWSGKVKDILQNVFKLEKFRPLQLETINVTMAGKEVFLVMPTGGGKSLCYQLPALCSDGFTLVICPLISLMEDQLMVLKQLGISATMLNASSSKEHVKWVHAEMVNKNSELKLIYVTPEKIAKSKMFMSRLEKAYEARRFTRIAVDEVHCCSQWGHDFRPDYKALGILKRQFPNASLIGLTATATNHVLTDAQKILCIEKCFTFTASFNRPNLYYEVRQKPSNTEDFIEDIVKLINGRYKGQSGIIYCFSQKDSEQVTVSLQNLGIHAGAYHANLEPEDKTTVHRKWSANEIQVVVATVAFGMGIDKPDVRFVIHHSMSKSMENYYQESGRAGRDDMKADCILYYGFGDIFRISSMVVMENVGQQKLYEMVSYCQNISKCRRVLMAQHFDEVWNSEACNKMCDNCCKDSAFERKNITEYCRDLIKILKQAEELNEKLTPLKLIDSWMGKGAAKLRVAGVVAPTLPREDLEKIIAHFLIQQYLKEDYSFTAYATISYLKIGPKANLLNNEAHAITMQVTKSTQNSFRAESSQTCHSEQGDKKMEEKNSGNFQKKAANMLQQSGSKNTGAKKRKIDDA
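50 nM RECQ1T1 preincubated 15 min with compound in Tris pH 8.0 buffer with MgCl2, DTT, Tween-20 and 2.5 ug/ml poly(dI-dC); started with 200 nM TAMRA/BHQ-2 forked duplex and 2 mM ATP. Unwinding read as fluorescence (525/598 nm), two reads 2 h apart.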
JMJD2E inh: blocks human JMJD2E demethylase activity; Potency, µM (top dose mostly 57.1 µM), for inactives: top-dose activity change, negative = inhibition, actives largely listed as inhibitors; 230,000 compounds, 1.6% hits; AID 2147; B2RXH2; JMJD2E catalytic domain, FDH-coupled NADH fluorescence (FDH is formaldehyde dehydrogenase); active means well fitted inhibition curve with a large enough effect, not every such curve was filed as active; inconclusive means small, poorly fitted or top-dose-only effect, or another doubt; inactive means no such curve, though single readings can be large or run the other way;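 further: 0% = wells with enzyme and -100% = buffer wells without enzyme; nearly all actives have a fitted effect of over 50% in size; many of its hits are not listed in these tables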
Target sequence (B2RXH2 1-337 limits assumed): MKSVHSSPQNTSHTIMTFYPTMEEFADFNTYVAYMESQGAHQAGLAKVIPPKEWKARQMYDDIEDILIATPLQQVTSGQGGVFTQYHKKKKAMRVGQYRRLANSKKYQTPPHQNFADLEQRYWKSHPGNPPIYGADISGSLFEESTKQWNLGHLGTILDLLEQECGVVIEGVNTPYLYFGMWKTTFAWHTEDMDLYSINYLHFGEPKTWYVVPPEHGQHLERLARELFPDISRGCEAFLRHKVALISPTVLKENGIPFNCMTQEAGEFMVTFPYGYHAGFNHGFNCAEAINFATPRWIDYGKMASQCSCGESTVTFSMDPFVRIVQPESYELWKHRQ
Active calls of the source: *; i = inactive; ? = inconclusive; / = no result given. Potency means the concentration at half of the fitted maximal effect. An excerpt; count on the stated rates, not on these rows.

Start of the listing, in advance:
RECQ1 inh	JMJD2E inh	compound
-1%	-12%	C=CCn1cc(/C=C2/NC(=O)NC2=O)c2ccccc21
i	1%	O=C(O)/C=C/C(=O)Nc1ccc(OCc2ccccc2)cc1
-15%	?	N#Cc1nc(/C=C/c2ccccc2)oc1NCCCN1CCOCC1
-16%	?	CCOC(=O)c1nc2sc3c(c2c(=O)[nH]1)CCC(C)C3 (stereo not drawn)
-8%	?	Cc1nn(-c2ccccc2)nc1C(=O)c1c(C)[nH]n(-c2ccccc2)c1=O

Results, repeating the preview:
RECQ1 inh	JMJD2E inh	compound
-1%	-12%	C=CCn1cc(/C=C2/NC(=O)NC2=O)c2ccccc21
i	1%	O=C(O)/C=C/C(=O)Nc1ccc(OCc2ccccc2)cc1
-15%	?	N#Cc1nc(/C=C/c2ccccc2)oc1NCCCN1CCOCC1
-16%	?	CCOC(=O)c1nc2sc3c(c2c(=O)[nH]1)CCC(C)C3 (stereo not drawn)
-8%	?	Cc1nn(-c2ccccc2)nc1C(=O)c1c(C)[nH]n(-c2ccccc2)c1=O
-7%	-15%	COc1ccc(CC(=O)NNC2=Nc3cccc4cccc2c34)cc1OC
?	?	Cc1[nH]c2ccccc2c1/C=N/NC(=O)c1cc(-c2ccccc2)n[nH]1
-2%	0%	Cc1nccn1CC(=O)N/N=C/c1c[nH]c2ccccc12
-2%	-1%	O=c1c2c3c(sc2nc(NCCOCCO)n1Cc1ccco1)CCCCC3
0%	-1%	O=C(Nc1cccc(F)c1)N1CCC(n2c(=O)[nH]c3ccccc32)CC1
-5%	2%	CS/C(=C\C(=O)c1ccco1)Nc1ccccc1Cl
-5%	4%	CC(C)Cn1c(S(=O)(=O)O)nc2ccccc21

RECQ1 inh	JMJD2E inh	compound
15%	-1%	O=C(CSc1nnc(-c2ccccc2)n1-c1ccc(Cl)cc1)N/N=C/c1ccccc1C(=O)O
-10%	-2%	COc1ccccc1C(C[N+](=O)[O-])c1c(N)n(C)c(=O)n(C)c1=O (stereo not drawn)
-6%	1%	COc1ccc2c(c1)nc(NCCCO)n2Cc1ccccc1
-12%	-23%	CNC(=O)c1c(NC(=O)c2ccc(S(=O)(=O)N3CCCc4ccccc43)cc2)sc2c1CCN(C)C2
i	-4%	CC1Cc2cc(/C=C3/SC(N4CCC(C(N)=O)CC4)=NC3=O)ccc2O1 (stereo not drawn)
-8%	-15%	CC1CCCCC1NC(=O)c1ccc(S(=O)(=O)NNC(=O)c2ccncc2)cc1 (stereo not drawn)
-1%	4%	O=C(NNC(=O)c1nn(-c2ccc(F)cc2)ccc1=O)Nc1cccc(Cl)c1
-15%	10%	O=C1NC(=S)N/C1=C/c1cccnc1
?	?	CC(=O)c1ccc(N2C(=O)[C@@H]3[C@H](C2=O)[C@H]2c4ccccc4C=NN2[C@@H]3C(C)=O)cc1
-1%	?	O=C(CNc1ccccc1C(=O)O)c1ccccc1
-2%	-1%	COc1ccccc1CNC(=O)Cn1c(=O)oc2cc(Cl)ccc21
-4%	8%	O=C(CSC1CS(=O)(=O)c2cc([N+](=O)[O-])ccc21)NNC(=O)c1ccc(Cl)cc1 (stereo not drawn)

RECQ1 inh	JMJD2E inh	compound
-6%	?	COc1ccc2[nH]c(C)c(C(=O)CN(C)CC3OCCO3)c2c1
-6%	-5%	COc1ccc(S(=O)(=O)Nc2ccc3oc4ncccc4c(=O)c3c2)cc1OC
i	-3%	O=C(NC(=O)c1ccc(C(F)(F)F)cc1)Nc1ccc(-c2cnco2)cc1
-4%	0%	C/C(=N\NC(=O)c1n[nH]c2c1CCC2)c1ccco1
24%	4%	CCOC(=O)c1ccc(NC(C)=O)c([N+](=O)[O-])c1
-1%	-11%	Cc1cccc(Cl)c1NC(=O)N1CCN(c2ccnc3cc(Cl)ccc23)CC1
-6%	-7%	Cc1ccc(-n2c(-c3cc(-c4ccco4)[nH]n3)n[nH]c2=S)c(Br)c1
-1%	?	CCS(=O)(=O)NCCc1csc(-c2ccc(OC)c(OC)c2)n1
-7%	-10%	CCC1S/C(=N/N=C/c2ccco2)N(Cc2ccc(F)cc2)C1=O (stereo not drawn)
i	-4%	O=C(NC(=O)N1CCCC1)c1csnn1
0%	?	NS(=O)(=O)c1ccc(C(=O)Nc2ccc(-c3nc4cccnc4s3)cc2)cc1
-2%	0%	CC(=O)Nc1c(O)nc(C)[nH]c1=O

RECQ1 inh	JMJD2E inh	compound
-10%	-7%	NC(=O)c1sc2nc(-c3cccnc3)ccc2c1N
-9%	-5%	O=C(O)COc1ccccc1/C=N/NC(=O)CSc1nc2ccccc2c(=O)n1-c1ccccc1
-5%	-16%	CCOC(=O)c1c(C)[nH]c(N=Nc2ccc(OC)cc2)c1C
-10%	?	COc1ccc(CNC(=O)Cn2ncn3c(cc4ccccc43)c2=O)cc1
7%	?	O=C(Cn1cncn1)N/N=C/c1ccccc1O
i	-3%	COc1ccc(CCNc2c([N+](=O)[O-])ncn2C)cc1OC
-9%	19%	Cc1cc(NNC(=O)Nc2cccc(Cl)c2)nc2c1c(C)nn2C
-12%	-2%	COc1cccc(NC(=O)C/C(C)=N/NC(=O)c2ccccc2Cl)c1
2%	?	COC(=O)c1sc(-c2ccc(C(C)(C)C)cc2)cc1NC(=O)c1ccccc1C(=O)O
-3%	0%	CCCCN(C(=O)c1ccc(S(=O)(=O)N(C)C)cc1)c1ccccc1
-9%	0%	COc1ccccc1NC(=O)O/N=C(\N)c1ccccc1
i	-2%	O=C(N/N=C/c1ccccn1)C(O)c1ccccc1 (stereo not drawn)

RECQ1 inh	JMJD2E inh	compound
i	-4%	CC(C)(CO)Nc1nc(Cl)nc(NC2CCCCC2)n1
-16%	/	O=S(=O)(c1ccc(S(=O)(=O)N2CCC3(CC2)OCCO3)cc1)N1CCCC1
i	-7%	COc1ccc(Nc2nc(C(=O)N3CCc4cc(OC)c(OC)cc4C3)cs2)cc1
-10%	-8%	Cc1cc(NC(=O)c2cccc(S(=O)(=O)N3c4ccccc4CC3C)c2)no1 (stereo not drawn)
5%	4%	Cc1noc(-c2ccc(C(F)(F)F)cc2)c1NC(=O)Nc1ccc(Cl)cc1
-1%	-4%	CC1CCCC(NC(=O)C2CCC(CNc3c(N4CCCCC4)c(=O)c3=O)CC2)C1C (stereo not drawn)
1%	3%	CCc1nc(SCC(=O)NCCc2ccccc2)c2c(=O)n(C)c(=O)n(C)c2n1
-1%	-23%	CN(CCS(=O)(=O)c1ccc(Cl)cc1)Cc1cccnc1
-14%	?	CC1=NN(Cc2ccccc2)C(=O)C1C(c1ccncc1)C(C#N)C#N (stereo not drawn)
-15%	?	CCOc1ccc(C2C3=C(CCCC3=O)Nc3ccc4ncccc4c32)cc1 (stereo not drawn)
0%	4%	CCCCNc1nc2cccnc2s1
3%	2%	CCCNC(=O)Nc1cc(S(=O)(=O)CC)ccc1O

RECQ1 inh	JMJD2E inh	compound
-8%	1%	COc1ccc(Cl)cc1NC(=O)CCN1CCOCC1
-4%	0%	CC1CN(Cc2ccccc2)c2nc3c(c(=O)[nH]c(=O)n3C)n2C1 (stereo not drawn)
-5%	-4%	COc1ccc(-n2c(SCC(=O)N/N=C(\C)c3cccnc3)nc3ccccc3c2=O)cc1
-12%	2%	Cc1ccc(C(=O)NCC(=O)OCC(=O)Nc2cccc(S(=O)(=O)N3CCCC3)c2)cc1C
-6%	-4%	COc1cccc(NC(=O)C(Cc2ccccc2)n2cccc2)c1 (stereo not drawn)
i	?	CC(C)(C)CC(C)(C)c1ccc(OCC(=O)N/N=C/c2ccc(S(=O)(=O)O)o2)cc1
-7%	-4%	Cn1c(SCC(=O)Nc2ccc(Br)cc2)nc(O)cc1=O
-10%	-3%	CC(C)n1c(C(F)(F)F)nc2cc(C(=O)N3CCCCC3)ccc21
-9%	-1%	C=CCOc1ccc(C2=NO[C@@H]3[C@@H]4C[C@@H]([C@H]5C(=O)N(C)C(=O)[C@@H]45)[C@H]23)cc1
0%	6%	CC(=O)Nc1cc(C)c2nc(NC(C)=O)sc2c1
-6%	10%	CCCOCC(O)CC(Cc1ccccc1)C(=O)NN (stereo not drawn)
20µM*	?	O=C(NC1CC1)c1cc(-c2ccco2)nc2ccccc12

Entries of single compounds, looked up by structure. Order of values: RECQ1 inh, JMJD2E inh
Listed for `Cc1ccc(C(=O)NCC(=O)OCC(=O)Nc2cccc(S(=O)(=O)N3CCCC3)c2)cc1C` → -12%, 2%
Listed for `Cn1c(SCC(=O)Nc2ccc(Br)cc2)nc(O)cc1=O` → -7%, -4%
Listed for `COc1ccc(-n2c(SCC(=O)N/N=C(\C)c3cccnc3)nc3ccccc3c2=O)cc1` → -5%, -4%
Listed for `CC(=O)Nc1cc(C)c2nc(NC(C)=O)sc2c1` → 0%, 6%
Listed for `CC1CN(Cc2ccccc2)c2nc3c(c(=O)[nH]c(=O)n3C)n2C1` (stereo not drawn) → -4%, 0%

Later entries:
RECQ1 inh	JMJD2E inh	compound
-1%	-3%	CCC1=Nc2cc(C(=O)NCc3cccnc3)ccc2Sc2ccc(C)cc21
-7%	6%	Cc1nn(CCCC(=O)Nc2cnn(Cc3ccc(F)cc3)c2)c(C)c1[N+](=O)[O-]
i	-3%	COc1cc(C(Nc2ccc(S(=O)(=O)NCC3CCCO3)cc2)C(=O)NC(C)(C)C)cc(OC)c1OC (stereo not drawn)
4%	3%	CCOC(=O)C1C(c2ccc([N+](=O)[O-])cc2)C2C(=O)NN=C2CC1(C)O (stereo not drawn)
-5%	0%	COc1ccccc1/C=[N+](\[O-])C1SC(=S)N(C)C1(C)C (stereo not drawn)
i	0%	C=CCOC(=O)C1=C(C)OC(N)=C(C#N)C1c1ccco1 (stereo not drawn)
i	-2%	O=C(NNC(=O)c1csc(-c2cccnc2)n1)Nc1ccc(Cl)cc1
17%	-10%	Cn1nc(C(F)(F)F)c(-c2ccc(Br)cc2)c1NC(=O)c1cccnc1
-25%	-1%	COc1cccc(CNC(=O)C(Cc2ccccc2)n2cccc2)c1 (stereo not drawn)
-5%	0%	O=C(NCCCN1CCC(Cc2ccccc2)CC1)c1ccc2nc(N3CCOCC3)sc2c1
-5%	5%	N#Cc1ccccc1S(=O)(=O)Nc1ccc2c(c1)C(=O)OC2
16%	-2%	Cn1cnnc1SCC(=O)N/N=C/c1ccc(OCC(N)=O)cc1

RECQ1 inh	JMJD2E inh	compound
i	5%	Cc1ccc(S(=O)(=O)NCCC(=O)OCC(=O)NC(=O)c2cccn2C)cc1
-5%	?	CCC(CC)C(=O)N1N=C(c2ccc(NS(C)(=O)=O)cc2)CC1c1ccccc1 (stereo not drawn)
-15%	-5%	O=C1CC(C(=O)Nc2cccc(F)c2)n2c(nc3ccccc32)N1 (stereo not drawn)
-14%	-4%	Cc1[nH]c(=O)[nH]c(=O)c1CSCC(=O)OCC(=O)Nc1ccccn1
-14%	-3%	COc1ccc(NC(=S)N(CCN(C)C)C(C)c2ccncc2)cc1Cl (stereo not drawn)
-1%	4%	Cc1noc(C(F)(F)F)c1C(=O)NNC(=O)c1cccc(C(F)(F)F)c1
-14%	-3%	COC(=O)c1sccc1S(=O)(=O)Nc1ccc(N2CCCCC2)cc1
?	-6%	CC(C)c1ccc(NC(=S)NC2CC3C=CC2C3)cc1 (stereo not drawn)
-2%	-2%	O=c1cc(N2CCN(c3ccccc3Cl)CC2)[nH]c(=O)n1Cc1ccc(F)cc1
i	0%	Cc1ccc(Oc2ncccc2NC(=O)CCCC(=O)O)c2c1CCC2
-1%	3%	COc1ccc2nc(N3C(=O)CNC3=S)sc2c1
-13%	-12%	COc1ccc(OC)c(NC(=O)c2ccccc2NC(=O)c2ccco2)c1

RECQ1 inh	JMJD2E inh	compound
-2%	-21%	CS(=O)(=O)c1ccc2nc(NC(=O)C3=NN(c4ccccc4)C(=O)CC3)sc2c1
-5%	4%	O=C(NC(=S)Nc1ccccn1)c1ccccc1
11%	1%	CCCCNC(=O)C1CCCN1S(=O)(=O)c1cccc2nsnc12 (stereo not drawn)
-11%	8%	COc1ccc(NC(=O)CSc2nc(N)c(NC(=O)c3cccs3)c(=O)[nH]2)cc1
-11%	5%	CN1CCN(CCC(=O)Nc2cccc(Br)c2)CC1
i	-23%	COc1cccc(-n2nc(-c3ccnn3-c3cccc(Cl)c3)c(=O)n(C)c2=O)c1
-6%	6%	CC(=O)Nc1ccc(NC=C(C#N)C#N)cc1
-7%	4%	Cc1cc(C(=O)NN)c(Cl)cc1Cl
8%	1%	O=C(O)c1nccnc1C(=O)NCc1csc2ccc(Cl)cc12
3%	?	Cc1ccc(-c2cc(Cc3ccccn3)c(=O)[nH]n2)cc1
-8%	-10%	O=C(CN1CCN(S(=O)(=O)c2ccccc2)CC1)NC(=O)NCc1ccco1
i	?	c1ccc(-c2nc3c4ccccc4ccn3c2CN2CCCCC2)cc1

RECQ1 inh	JMJD2E inh	compound
-7%	-13%	O=C1/C(=C/c2cccc(Br)c2)SC(=S)N1/N=C/c1cc([N+](=O)[O-])ccc1O
-17%	-3%	CNC(=O)NNC(=O)c1csc(Cc2c(Cl)sc3ccc(Cl)cc23)n1
-8%	0%	CCCN1C(=O)CC(Sc2ncccc2C(=O)O)C1=O (stereo not drawn)
11%	0%	O=C(O)CSCC(=O)NCc1c(Cl)cccc1Oc1ccccc1
i	9%	O=C(COc1ccc(Cl)cc1Cl)NN1C(=O)C2C3C=CC(C3)C2C1=O (stereo not drawn)
5%	-30%	Cc1ccccc1N1CCN(C(=S)c2ccc(-c3ccc([N+](=O)[O-])cc3)o2)CC1

Compound activity from PubChem BioAssay.
